DNA FID counter – counter-screen for HCV NS3 helicase inhibitors: DNA intercalator displacement. DNA fluorescent intercalator displacement, fluorescence. inhibition, % at 7.9 µM. hit rate 0.17% among 290,000; in the data active = inhibition above about 37%;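 note: 0% = vehicle and 100% = reference compound; higher means more ethidium bromide displaced from hairpin DNA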
UBC9 SUMO inh – blocks human SUMOylation mediated by UBC9 | AID 2006 | inhibition, % at 35 µM | HTRF SUMOylation assay, SAE1/SAE2 + UBC9, in vitro | hit rate 0.36% among 290,000; in the data active = inhibition above about 50%, passing the limit was not always enough; note: strong numbers were not always called active
Target sequence (P63279 whole entry, looked up): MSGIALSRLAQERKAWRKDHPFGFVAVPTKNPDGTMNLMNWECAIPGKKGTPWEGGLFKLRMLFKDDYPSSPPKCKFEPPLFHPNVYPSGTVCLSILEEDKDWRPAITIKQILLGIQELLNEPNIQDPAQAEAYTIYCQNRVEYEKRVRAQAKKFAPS
HCV NS3 hel inh – inhibitors of Hepatitis C virus NS3 helicase. NS3 helicase DNA unwinding, Cy5 molecular beacon fluorescence. inhibition, % at 10.9 µM. hit rate 0.56% among 290,000;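 active = inhibition above the mean of all tested compounds plus 3 SD, set per campaign, cut at about 35% in these data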;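 note: 0% = DMSO wells and 100% = thioflavine S control wells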
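Measured by: Cy5 fluorescence, 0 and 60 min reads / Assay system: NS3 helicase fragment of HCV / Control set: low DMSO, high thioflavine S at 110 µM / Times: 1 h reaction at 25 °C, ATP-initiated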
CRFBP-R2 agonist – CRF-BP/CRF-R2 complex agonism. HEK293 CRF-R2/CRF-BP, calcium dye fluorescence (FLIPR); percent of saturating CRF peptide response. activation, % at 13.2 µM. hit rate 0.46% among 350,000. AID 588473;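 active = activation of at least 50%, plus an integration ratio under a set limit after plate pattern correction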;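 note: plate controls were neutral control wells without compound for no effect and CRF at EC100 for full effect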
MEKK2wt PB1 HTS – raises or lowers MEK5 binding to wildtype human MEKK2 PB1 domain | Q9Y2U5 | bead flow cytometry, Alexa488-MEK5 binding to MEKK2 WT; actives lie on both sides | binding response (% of control), % at 10 µM | hit rate 1.1% among 290,000 | AID 1531; in the data active = binding response below about 67% or above about 130%
GalR3 antagonist – human GalR3 antagonism | hit rate 0.44% among 360,000 | O60755 | HEK293 GalR3-CNG cAMP membrane potential fluorescence; galR3 body fused to GalR1 C-terminus | inhibition, % at 3 µM;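 active = inhibition above the screen-wide average plus 3 SD, cut at about 13% in these data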;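 note: forskolin and galanin both at EC90 stimulate the cells; cAMP rise reported by CNG channel membrane potential dye signal; 0% = forskolin plus galanin with DMSO and 100% = forskolin alone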
Target sequence (O60755 1-299 limits assumed): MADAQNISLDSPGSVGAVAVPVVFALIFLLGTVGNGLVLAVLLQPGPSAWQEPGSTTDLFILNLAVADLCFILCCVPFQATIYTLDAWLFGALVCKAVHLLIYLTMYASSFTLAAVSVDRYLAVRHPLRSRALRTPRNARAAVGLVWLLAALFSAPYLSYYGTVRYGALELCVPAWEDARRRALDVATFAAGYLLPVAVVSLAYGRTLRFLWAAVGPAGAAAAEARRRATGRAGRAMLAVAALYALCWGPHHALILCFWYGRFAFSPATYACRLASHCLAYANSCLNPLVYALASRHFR
MEKK3 PB1 HTS – MEKK3-MEK5 PB1 interaction, increase or decrease; Q99759; bead-based flow cytometry, Alexa488-MEK5 binding to MEKK3; actives lie on both sides; 0 = blocked by unlabeled MEK5, 100 = vehicle; binding response (% of control), % at 10 µM; hit rate 1.4% among 290,000;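 active = binding response more than 3 SD above or below the average of its plate-row segment, actives on both sides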;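 note: Alexa488 bead fluorescence after subtracting the streptavidin-only scavenger bead signal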
Target sequence (Q99759 whole entry, looked up): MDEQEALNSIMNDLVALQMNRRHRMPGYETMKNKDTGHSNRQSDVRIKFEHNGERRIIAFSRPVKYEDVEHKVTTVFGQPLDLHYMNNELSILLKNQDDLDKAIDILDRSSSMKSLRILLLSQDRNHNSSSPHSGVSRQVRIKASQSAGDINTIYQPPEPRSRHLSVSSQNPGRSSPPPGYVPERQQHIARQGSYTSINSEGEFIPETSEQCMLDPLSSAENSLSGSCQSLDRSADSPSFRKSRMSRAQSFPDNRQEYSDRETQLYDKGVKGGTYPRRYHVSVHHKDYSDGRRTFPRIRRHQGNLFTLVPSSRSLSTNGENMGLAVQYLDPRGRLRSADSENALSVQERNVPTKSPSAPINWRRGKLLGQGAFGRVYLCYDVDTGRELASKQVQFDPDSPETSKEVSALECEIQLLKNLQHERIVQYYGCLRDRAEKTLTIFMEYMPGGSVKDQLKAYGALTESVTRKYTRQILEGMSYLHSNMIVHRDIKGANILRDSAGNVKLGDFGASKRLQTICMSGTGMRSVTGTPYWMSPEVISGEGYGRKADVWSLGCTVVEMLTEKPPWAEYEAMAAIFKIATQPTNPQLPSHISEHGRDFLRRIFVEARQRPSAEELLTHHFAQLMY
MEKK2 mut-MEK5 – signal of MEK5 binding to mutant human MEKK2 PB1 domain; bead flow cytometry, Alexa488-MEK5 binding to MEKK2 mutant; percent response, % at 10 µM; hit rate 0.35% among 290,000; in the data active = percent response above about 24%, passing the limit was not always enough; note: inactives centre near 1; some results filed as inactive read as strong as hits
CRFBP-R2 block – CRF-BP/CRF-R2 complex antagonism; HEK293 CRF-R2/CRF-BP, CRF-induced calcium fluorescence; inhibition, % at 11.8 µM; hit rate 0.59% among 350,000; AID 588475;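 active = inhibition of the ligand-induced calcium signal above about 50% at the single tested concentration, limit read from the data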
Starred values were filed as active, the others as inactive; . = not tested or not shown; & = joins results of further samples; [ ] = another dose, or the depositor's remark.

SMILES	DNA FID counter	UBC9 SUMO inh	HCV NS3 hel inh	CRFBP-R2 agonist	MEKK2wt PB1 HTS	GalR3 antagonist	MEKK3 PB1 HTS	MEKK2 mut-MEK5	CRFBP-R2 block
COc1cc(/C=C/C(=O)OCC(=O)NC(=O)NCc2ccccc2)ccc1OCC#N	-7	26	-13	1.2	95	6	96	1	-10
O=C(Nc1ccccc1)OC1CCC2CC1CCC2OC(=O)Nc1ccccc1 (stereo unspecified)	7	-38	-18	31	102	-11	100	-2	-158
Cn1c(/C=N/Nc2nc3ccccc3[nH]2)nc2ccccc21	17	-92	14	-2.2	104	-4	108	1	-10
O=C(NCCCc1ccccc1)C1CCC(=O)N(CCc2ccc(Cl)cc2)C1 (stereo unspecified)	-56	-4	-7	-0.7	105	-3	97	-2	18
O=c1cc(CSc2nnc(-c3cccnc3)n2-c2ccccc2F)nc2sccn12	-11	0	7	0.7	96	3	96	-1	-6
CCCOc1ccc(/C=C/c2c([N+](=O)[O-])c(=O)n(C)c(=O)n2C)cc1	-12	12	1	-4.4	121	-9	113	14	13
O=c1ccc(Cc2ccc(Cl)cc2)n[nH]1	1	5	3	-1.1	102	0	102	2	4
COc1ccccc1NC(=O)CSc1nccc(=O)[nH]1	-3	12	-1	-0.2	95	.	92	-4	1
Cc1ccc(C(=O)N/N=C/c2c[nH]c3ccccc23)o1	-8	-5	-3	-1.1	102	-9	103	-1	-9
Cc1cc(=O)n(CC(=O)NCCN2CCOCC2)c2c1c(C)nn2-c1ccccc1	7	22	-11	-0.3	95	.	100	0	-1
O=C(O)c1cc2cc(F)ccc2[nH]1	1	-1	-2	-1.6	96&96	.	96&106	0&-4	-5
CC(C)c1ccc(NC2CCCN(C(=O)CCN3CCCCO3)C2)cc1 (stereo unspecified)	-29	7	1	-0.2	104	-4	100	9	-1
CCOC(=O)/C(=N/Nc1ccccc1OC)N1CCCc2ccccc21	-7	-11	-7	0.5	101	-5	101	1	-3
Cc1ccc(C2(c3ccc(C)cc3)NC(=O)N(CC(N)=O)C2=O)cc1	-23	11	5	0.8	100	-5	101	2	-8
CC(C)(C)OC(=O)NN1CC(=O)N2[C@@H](Cc3c([nH]c4ccccc34)C2(C)C)C1=O	-29	-5	-6	-2.2	106	-9	105	3	1
N#Cc1c(NC(=O)C2CCCO2)sc2c1CCCCC2 (stereo unspecified)	-13	-7	-3	0.2	100	0	102	-1	10
CCOC(=O)C1=C(N)Oc2cc(O)ccc2C1c1ccccc1 (stereo unspecified)	-8	-18	13	-1.2	100	-9	100	0	9
CCC(C)NC(=O)CN(c1cc(Cl)cc(Cl)c1)S(C)(=O)=O (stereo unspecified)	-1	-2	4	-0.5	91	-8	97	-9	-5
COc1ccccc1NC(=O)CCC(=O)OCC(=O)c1ccc(C)c([N+](=O)[O-])c1	-9	1	-9	0.2	100	-4	99	-3	17
Cc1cc(C)cc(OCCCCn2cncn2)c1	-1	2	-5	2.1	104	-11	104	5	-1

Quoted at random: 5 compounds from above
SMILES	DNA FID counter	UBC9 SUMO inh	HCV NS3 hel inh	CRFBP-R2 agonist	MEKK2wt PB1 HTS	GalR3 antagonist	MEKK3 PB1 HTS	MEKK2 mut-MEK5	CRFBP-R2 block
CCOC(=O)/C(=N/Nc1ccccc1OC)N1CCCc2ccccc21	-7	-11	-7	0.5	101	-5	101	1	-3
N#Cc1c(NC(=O)C2CCCO2)sc2c1CCCCC2 (stereo unspecified)	-13	-7	-3	0.2	100	0	102	-1	10
COc1ccccc1NC(=O)CSc1nccc(=O)[nH]1	-3	12	-1	-0.2	95	.	92	-4	1
Cn1c(/C=N/Nc2nc3ccccc3[nH]2)nc2ccccc21	17	-92	14	-2.2	104	-4	108	1	-10
COc1cc(/C=C/C(=O)OCC(=O)NC(=O)NCc2ccccc2)ccc1OCC#N	-7	26	-13	1.2	95	6	96	1	-10

The listing continues.
SMILES	DNA FID counter	UBC9 SUMO inh	HCV NS3 hel inh	CRFBP-R2 agonist	MEKK2wt PB1 HTS	GalR3 antagonist	MEKK3 PB1 HTS	MEKK2 mut-MEK5	CRFBP-R2 block
CCOC(=O)/C(C#N)=C\C1=C(N2CCCC2)CC(C)(C)OC1	-3	21	-1	0.0	100	2	108	-3	-25
COc1ccc(-n2nc(C(=O)N3CCCCC3)c(C)c(C#N)c2=O)cc1	-8	-3	9	-0.4	81	-5	90	-14	-7
CN1Cc2ccccc2CC1CNCc1c(C(=O)N2CCCC2)nc2ccccn12 (stereo unspecified)	5	18	8	-0.7	102	-1	95	-1	22
O=C(CC(=O)NN=C1CCCCCC1)NCc1cccnc1	-6	1	2	-1.1	111	8	122	1	4
O=C(NC(=O)N1CCN(c2cccc(Cl)c2)CC1)c1ccc(Cl)cc1	-18	-2	-6	-3.9	104	-2	106	11	-11
COc1cccc(CNC(=O)Cn2nc([N+](=O)[O-])c(Br)c2C)c1	6	-2	-1	0.5	106	-13	106	2	-7
O=C(CSc1nnnn1Cc1ccccc1)NCC(=O)c1ccccc1	-16	7	7	-1.7	100	-1	98	0	12
COc1ccc(N(CC(=O)N2CCc3ccccc3C2)S(C)(=O)=O)cc1OC	-12	18	-4	1.0	95	-3	100	-3	14
Cc1cc(C)c2oc(-c3ccc(Cl)c(NC(=O)c4ccc(C#N)cc4F)c3)nc2c1	2	16	-7	-1.0	.	2	.	.	49
Cc1ccc(NC(=O)CCc2nc(-c3cccs3)no2)c(Br)c1	-20	-11	1	-2.8	103	0	100	1	15
COc1cc(/C=C2/SC(=S)N(CC3CCCO3)C2=O)ccc1O (stereo unspecified)	-1	0	0	151*	98	-4	97	2	-217
Cc1cc(C(=O)OCC(=O)NC(C)C)c(C)o1	1	1	0	0.0	.	-5	.	.	29
NNC(=O)CSCc1ccc(Cl)cc1Cl	-13	9	9	-0.2	93	-6	98	-6	-14
Cc1ccc(S(=O)(=O)N2CCCC2C(=O)NCc2ccc3c(c2)OCO3)cc1 (stereo unspecified)	-9	26	2	-3.1	90	-4	94	-3	2
CCOC(=O)COc1ccc(C(=O)c2ccccc2)c(O)c1	-5	11	6	1.7	95	0	94	-6	9
Cc1ccccc1OCCCN1C(=O)C(=O)c2cccc(C)c21	-2	-21	-7	-0.1	.	-3	.	.	-24
Cc1cc(C(=O)N2CCN(c3ccc([N+](=O)[O-])cc3)CC2)n[nH]1	-9	0	10	-2.2	103	0	101	7	3
Cc1ccc(NC(=O)CSc2nnc(-c3cnccn3)n2Cc2ccco2)cc1	-18	-3	-1	1.0	94	-5	99	-2	5
N#C/C(=C\c1cccc(Br)c1)C(=O)N1CCCCC1	-17	13	-5	-0.6	104	-8	106	7	-22
CC(O)CNc1nc2ccccc2n1CC(=O)NCCc1ccc(Cl)cc1 (stereo unspecified)	6	12	-5	-1.5	91	-4	92	-8	1
CCOc1ccc(NCC(=O)Nc2ccc(C)cc2C)cc1	-4	-5	-5	-0.1	104	-3	103	8	1
CCOC(=O)N1CCN(C(=O)COc2ccc(Cl)c(C)c2)CC1	-19	3	-12	0.1	101	-5	106	-48	5
COC(=O)c1ccc(OC(=O)c2ccc(OC)cc2)c(OC)c1	-19	8	0	0.1	101	-2	105	-3	6
CCCc1cc(N2CCOCC2)n2nc(C)c(-c3ccccc3)c2n1	-15	2	-4	4.4	107	-10	106	10	12
CC(=O)OCc1c(-c2ccccc2)c2cc([N+](=O)[O-])ccc2n1C	4	-13	-27	-0.2	101	0	102	-1	11
CCO[C@@H]1OC(C(=O)N2CCOCC2)=C[C@H](C)[C@H]1CCCO	-3	15	-6	-0.8	88	-7	99	5	-1
O=C(O)CN1C(=O)/C(=C/c2ccsc2)SC1=S	0	-1	-7	-1.0	93	0	98	-8	-14
O=C(CSCc1ccc(Br)cc1)Nc1ccc(S(=O)(=O)N2CCCCCC2)cc1	-9	-28	-9	3.3	113	-10	104	3	-51
O=C(CC1C(=O)NCCN1Cc1cccc(Oc2ccccc2)c1)NCCc1cnccn1 (stereo unspecified)	-10	5	-10	-3.6	93	-4	99	-9	11
NS(=O)(=O)c1ccc(CCNS(=O)(=O)c2ccccc2)cc1	0	10	2	-1.0	103	-5	102	1	5
Cc1ccc(C(=O)CC2(O)C(=O)N(CN3CCOCC3)c3ccccc32)cc1 (stereo unspecified)	0	-6	7	0.8	114	0	114	14	4
CC(=O)c1csc(Nc2ccccc2Cl)n1	-1	9	-2	-0.8	101	-4	97	-7	-3
CC1C(=O)CCN(C(C)C)C1C (stereo unspecified)	1	-14	-1	1.0	101	0	98	3	-44
COc1cccc(C(=O)NC2CC(C)(C)NC(C)(C)C2)c1OC	-1	5	1	-0.8	103	-12	104	0	-1
CN(CC(=O)NC1CC(C)(C)NC(C)(C)C1)S(=O)(=O)c1cc(Cl)ccc1Cl	18	21	1	0.7	103	6	101	4	3
Brc1ccc(CSc2nnc3ccccn23)cc1	-6	4	1	1.9	95	-3	99	-1	-12
Cc1nc(C)c(C(=O)N(c2ccc(C)c(C)c2)C(C(=O)NCc2ccco2)c2ccccc2)s1 (stereo unspecified)	-11	4	5	1.1	107	-4	108	3	-4
COc1cc(/C=N/NC(N)=O)ccc1OC(=O)c1ccc(C)cc1	-20	8	-7	.	92	.	101	-1	.
Cc1ccc(S(=O)(=O)N2CCSC2=Nc2ccccc2)cc1	-10	25	16	.	107	.	103	9	.
O=C1CCN(CCc2ccccc2)CCN1CCOc1ccccc1	-16	14	-23	-0.6	102	-4	100	1	-1
Cc1cc(C(=O)N2CCCC2C(=O)O)c(C)o1 (stereo unspecified)	-1	28	11	0.5	99	-5	101	3	18
O=C(O)c1cc2cc(Oc3ccccc3)ccc2[nH]1	-5	12	17	0.0	102	-9	102	6	22
O=C1NC2(CCN(Cc3ccccc3)CC2)Oc2ccccc21	1	-5	-1	2.2	100	-2	97	-2	-13
CC12CN3CC(C)(CN(C1)C3c1ccc(F)cc1)C2 (stereo unspecified)	-3	-3	-3	0.2	115	0	130*	1	6
Cc1ccc(OCc2nnc(N)s2)cc1C	-3	3	4	-1.1	106	-4	100	-1	-9
NC(=O)c1ccccc1NS(=O)(=O)c1ccccc1	0	7	-4	0.7	100	-6	99	-5	-2
COc1ccccc1-c1ccc(NC2CCCCC2)nn1	-9	12	5	0.5	83	-6	81*[inhibitor]	-8	9
CC(C)NC(=O)c1ccccc1-c1nc(-c2ccccc2Cl)no1	-10	8	1	-0.5	101	1	101	0	-2
CC(NC(=O)C(NS(=O)(=O)c1cccc2nsnc12)C(C)C)c1ccccc1 (stereo unspecified)	-10	-7	4	1.0	105	.	102	2	6
CC(C)C(NC(=O)c1ccccc1)C(=O)OCc1cc([N+](=O)[O-])cc2c1OCOC2 (stereo unspecified)	-17	-14	-6	-2.8	127	-2	105	12	-16
COc1cc(C(CCN2CCCC(C)C2)c2c(OC)cc(OC)c3c(-c4ccccc4)cc(=O)oc23)cc(OC)c1OC (stereo unspecified)	.	-7	.	2.6	138*	.	108	20	-12
COc1cccc(CN2CCN(Cc3cc4ccccc4o3)CC2CCO)c1 (stereo unspecified)	-4	15	0	1.7	101	-6	103	9	1
CC(C)Cn1c(N)c(C(=O)COC(=O)Cc2cccs2)c(=O)n(C)c1=O	-18	12	2	0.5	109	-1	103	5	-1
COc1ccccc1/C=C1\SC(=S)N(CCC(=O)NCCc2ccc(O)cc2)C1=O	-23	.	-6	0.7	101	-9	103	-3	-4

Compound activity: PubChem BioAssay, several laboratories

A portion of the library (hit frequency here may not be typical).
